GASC-1 inh: blocks human GASC-1 demethylase activity; 0.069% of 330,000 active; AID 2099; GST-JMJD2C(1-420) H3K9me3 demethylation, DELFIA europium; inhibition, % at 2.35 µM;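 active = more than half of a compound's replicate wells show inhibition beyond 50%, single wells judged on their own value; inconclusive = some, but no more than half, of replicates pass 50% inhibition; inactive = no replicate passes 50% inhibition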;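 also: signal counts dimethyl H3K9 product captured on neutravidin plate; 0% = median of DMSO wells and 100% = 0.3 times that DMSO median; strong numbers were not always called active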
Target sequence (Q9H3R0 1-420 limits assumed): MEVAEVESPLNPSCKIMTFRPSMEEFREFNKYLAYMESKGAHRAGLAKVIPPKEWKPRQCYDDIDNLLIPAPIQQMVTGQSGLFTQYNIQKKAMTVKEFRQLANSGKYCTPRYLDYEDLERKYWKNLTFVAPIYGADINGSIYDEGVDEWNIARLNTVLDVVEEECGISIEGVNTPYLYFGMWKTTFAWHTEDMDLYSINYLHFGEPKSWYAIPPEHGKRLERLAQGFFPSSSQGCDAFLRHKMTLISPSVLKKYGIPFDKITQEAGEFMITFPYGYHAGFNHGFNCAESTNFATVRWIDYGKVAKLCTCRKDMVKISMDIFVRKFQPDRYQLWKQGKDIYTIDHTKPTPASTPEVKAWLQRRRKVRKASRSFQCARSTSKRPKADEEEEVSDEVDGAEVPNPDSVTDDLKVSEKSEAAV
proCasp3 act: activators of human procaspase-3 | P42574 | recombinant procaspase-3 D3A, Ac-DEVD-pNA absorbance 405 nm | activation, % at 8.5 µM | 0.11% of 330,000 active | AID 463141;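 active = activation above the mean of all tested compounds plus 3 SD, cut at about 21% in these data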;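 also: 0% = DMSO alone and 100% = DMSO wells spiked with extra 5 µM PC-3 D3A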
Target sequence (P42574 whole entry D9A/D28A/D175A): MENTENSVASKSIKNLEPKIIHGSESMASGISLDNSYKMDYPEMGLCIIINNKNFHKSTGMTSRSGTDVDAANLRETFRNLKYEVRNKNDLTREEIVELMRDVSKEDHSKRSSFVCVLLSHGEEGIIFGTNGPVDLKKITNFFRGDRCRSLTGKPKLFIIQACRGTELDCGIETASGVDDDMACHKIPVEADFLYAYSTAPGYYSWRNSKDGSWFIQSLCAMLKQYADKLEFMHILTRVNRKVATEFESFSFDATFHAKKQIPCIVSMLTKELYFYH
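material = Procaspase-3 D3A mutant | probe or stimulus = Ac-DEVD-pNA | compound = single dose, 8.5 µM nominal compound, 0.8% DMSO | timing = 1 h preincubation, 2 h reaction | measured by = 405 nm absorbance of p-nitroaniline, reads at 0 and 120 min | benchmarks = DMSO-only low control, 5 µM PC-3 D3A high control | repeats = singlicate, each compound tested once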
TPT1 inh: blocks Candida albicans tRNA 2'-phosphotransferase. inhibition, % at 5 µM. 0.81% of 300,000 active. AID 1962. recombinant caTPT1, FP RNA substrate dephosphorylation;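 active = inhibition above the mean of all tested compounds plus 3 SD, set per screening campaign, cut at about 24% in these data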;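 also: plate controls were DMSO alone for no effect and ferristatin control at 100 nM for full effect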
PP1 counter: blocks human PP1-alpha phosphatase, a PP5 counter-screen; 0.9% of 320,000 active; inhibition, % at 6.7 µM; P62136; AID 2235; purified PP1alpha, OMFP fluorescence;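 active = inhibition above the mean inhibition of all tested compounds plus 3 SD, computed separately for each screening campaign, cut at about 15% in these data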
Target sequence (P62136 whole entry, looked up): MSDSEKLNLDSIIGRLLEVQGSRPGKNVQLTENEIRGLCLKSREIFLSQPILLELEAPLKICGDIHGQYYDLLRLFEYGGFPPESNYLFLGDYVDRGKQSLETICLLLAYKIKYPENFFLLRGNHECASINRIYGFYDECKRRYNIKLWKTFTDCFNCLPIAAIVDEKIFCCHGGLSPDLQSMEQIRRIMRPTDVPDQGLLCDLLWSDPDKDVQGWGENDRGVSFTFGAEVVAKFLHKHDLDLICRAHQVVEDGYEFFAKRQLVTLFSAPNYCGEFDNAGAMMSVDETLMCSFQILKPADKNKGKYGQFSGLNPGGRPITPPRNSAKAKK
PP5 inh: blocks human protein phosphatase 5 activity; purified PP5c, OMFP substrate fluorescence; inhibition, % at 6.7 µM; AID 1987; 0.18% of 320,000 active;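 active = inhibition above the campaign's mean inhibition across all tested compounds plus 3 SD, cut at about 9.5% in these data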;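 also: 0% = DMSO only and 100% = 100 µM cantharidin control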
proCasp7 act: counter-screen: procaspase-7 (human) activation; recombinant procaspase-7, Ac-DEVD-pNA absorbance 405 nm; D23A/D198A/D206A triple mutant, cannot self-cleave; scale: DMSO 0, 5 µM enzyme 100; 0.093% of 330,000 active; AID 463210; activation, % at 8.5 µM; P55210;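 active = percent activation above the screen-wide mean plus 3 SD, cut at about 25% in these data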
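Replicates: singlicate. Assay system: Procaspase-7 triple mutant (PC-7 D3A). Signal: 405 nm absorbance of p-nitroaniline. Times: 1 h preincubation, 2 h reaction. Buffer or medium: Zinc-free HEPES pH 7.4 with 300 mM NaCl, 0.01% Triton X-100. Also added: DEVD-pNA substrate. Benchmarks: DMSO wells as 0%, DMSO with 5 µM added PC-7 as 100%.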
Efflux pump inh: inhibitors of Candida antifungal efflux pumps expressed in yeast. inhibition, % at 10 µM. S. cerevisiae Candida pump triplex, Nile Red efflux. 0.44% of 330,000 active. AID 485275;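 active = plate passing quality check with inhibition over a set limit, or well fluorescence over plate mean plus 4 SD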;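 also: Nile Red retained in pooled yeast measured as flow cytometry median fluorescence; 0% = buffer negative control and 100% = Enniatin B positive control; higher means more Nile Red kept so more efflux inhibition; some compounds called inactive have numbers as strong as hits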
Fh CTSL1 inh: cathepsin L1 inhibition, PFM18AAP counter-screen; recombinant F. hepatica cathepsin L1, Z-Leu-Arg-MCA fluorescence; inhibition, % at 5.96 µM; 0.49% of 300,000 active;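 active = inhibition above the mean of all tested compounds plus 3 SD, set per screening campaign, cut at about 17% in these data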;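 also: 0% = plate median of test compound wells and 100% = 1 µM Z-Phe-Ala-diazomethylketone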
core dimer inh: HCV core protein dimerization inhibition; 0.33% of 300,000 active; inhibition, % at 5 µM; AID 1899; TR-FRET GST/Flag-core106 dimerization, 1536-well;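 active = inhibition above the mean of all tested compounds plus 3 SD, set per screening campaign, cut at about 45% in these data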
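assay system = GST-tagged and Flag-tagged HCV core protein residues 1-106 | controls = unlabelled core106 and no-GST-core106 wells | incubation = compound-protein-antibody incubation 4 h at 22.5 °C | probe or stimulus = Eu donor and XL665 acceptor anti-tag antibodies | read-out = % inhibition based on acceptor/donor emission ratio | signal = TR-FRET 671 and 617 nm emission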
Numbers without * were called inactive; & = joins results of further samples.

For Nc1cc(=O)[nH]c(SCC(=O)N2CCCCC2)n1 the results were GASC-1 inh -2, proCasp3 act -1, TPT1 inh -4, PP1 counter -1, PP5 inh 1.6, proCasp7 act 0, Efflux pump inh 0.0, Fh CTSL1 inh 0 and core dimer inh -1.
Screening COc1ccc(CC(=O)N2N=C(C)CC2(O)c2cccnc2)cc1OC (stereo not given) returned GASC-1 inh -2, proCasp3 act -4, TPT1 inh -2, PP1 counter 1, PP5 inh 2.9, proCasp7 act 10, Efflux pump inh 0.4, Fh CTSL1 inh -3 and core dimer inh 1.
`CC(C)(C)OC(=O)C[C@H]1C/C=C\C[C@@H](CC(=O)N(CCO)Cc2ccccc2)C(=O)NCCOC1=O` gave GASC-1 inh 15, proCasp3 act 5, proCasp7 act 2 and Efflux pump inh -0.1.
Cc1ccnc(N2CCC(C(=O)NNC(=O)COc3cccc4ccccc34)CC2)n1 was read as GASC-1 inh -4, proCasp3 act 4, TPT1 inh 5, PP1 counter -4, PP5 inh 0.4, proCasp7 act 3, Efflux pump inh -0.1, Fh CTSL1 inh -2 and core dimer inh -3.
Screening CCCCCCC1CC(CSc2ncn[nH]2)OC1=O (stereo not given) returned GASC-1 inh -1, proCasp3 act -1, TPT1 inh -5, PP1 counter -2, PP5 inh 0.1, proCasp7 act 1, Efflux pump inh -0.1, Fh CTSL1 inh 0 and core dimer inh -2.
`COc1ccc2cc(/C=N/NC(=O)c3ccc(CN(c4cccc(Cl)c4Cl)S(C)(=O)=O)cc3)c(Cl)nc2c1` gave GASC-1 inh 2, proCasp3 act -5, TPT1 inh -3, PP1 counter -1, PP5 inh 0.7, proCasp7 act 10, Efflux pump inh 0.0, Fh CTSL1 inh -5 and core dimer inh 12.
For CCOCCn1c(=NC(=O)c2cc(Cl)sc2Cl)sc2cc(S(N)(=O)=O)ccc21 the results were GASC-1 inh -2, proCasp3 act -5, TPT1 inh -5, PP1 counter 1, PP5 inh 2.4, proCasp7 act 2, Efflux pump inh -0.3, Fh CTSL1 inh -1 and core dimer inh -2.
Screening Cc1cccc(NC(=S)N2CCN(S(C)(=O)=O)CC2)c1 returned GASC-1 inh -4, proCasp3 act 4, TPT1 inh 0, PP1 counter -3, PP5 inh 0.0, proCasp7 act 4, Efflux pump inh 0.1, Fh CTSL1 inh -1 and core dimer inh 7.
COc1ccc(/C=C/C(=O)OCC(=O)NC2CCCC2)cc1 was read as GASC-1 inh 8, proCasp3 act 6, PP1 counter -3, PP5 inh -0.9, proCasp7 act -6 and Efflux pump inh 0.1.
COc1ccc(CCNC(=O)c2ccc(SC)cc2OC)cc1 was read as GASC-1 inh 14, proCasp3 act 5, TPT1 inh 0, PP1 counter -2, PP5 inh 0.9, proCasp7 act -4, Efflux pump inh 0.1, Fh CTSL1 inh -2 and core dimer inh 7.
`CC1CN(C(=O)c2ccc(C(=O)c3ccccc3)cc2)CC(C)O1` (stereo not given) gave GASC-1 inh 0, proCasp3 act 5, TPT1 inh -4, PP1 counter -4, PP5 inh 1.1, proCasp7 act 8, Efflux pump inh 0.0, Fh CTSL1 inh -3 and core dimer inh -3.
For O=C(CO)N/N=C/c1ccc(Cl)cc1 the results were GASC-1 inh 4, proCasp3 act 3, TPT1 inh 0, PP1 counter -3, PP5 inh 0.0, proCasp7 act 1, Efflux pump inh -2.6, Fh CTSL1 inh 1 and core dimer inh -6.
`COC(=O)C1C(=O)C2=C(CC1C)NC(C)=C(C(=O)OC1CCCC1)C2c1ccc(N(C)C)cc1` (stereo not given) gave GASC-1 inh -7, proCasp3 act -7, TPT1 inh -1, PP1 counter 1, PP5 inh 0.9, proCasp7 act -1, Efflux pump inh -0.1, Fh CTSL1 inh 0 and core dimer inh 8.
For CCCCC1CCC(C(=O)OCC(=O)Nc2ccc(S(N)(=O)=O)cc2)CC1 (stereo not given) the results were GASC-1 inh 1, proCasp3 act -2, TPT1 inh 2, PP1 counter 11, PP5 inh 5.8, proCasp7 act 5, Efflux pump inh -0.3, Fh CTSL1 inh 4 and core dimer inh -5.
`CCOc1ccc(S(=O)(=O)N/N=C(\C)c2ccc(OC)cc2OC)cc1` gave GASC-1 inh -18, proCasp3 act -5, TPT1 inh 5, PP1 counter 2, PP5 inh 5.3, proCasp7 act 0, Efflux pump inh 0.1, Fh CTSL1 inh -2 and core dimer inh -4.
CCOc1ccc(N2C(=O)S/C(=C\c3cc(OC)c(OC)c(OC)c3)C2=O)cc1 was read as GASC-1 inh 3, proCasp3 act 1, TPT1 inh 1, PP1 counter -2, PP5 inh -0.7, proCasp7 act 8, Efflux pump inh -0.1, Fh CTSL1 inh 4 and core dimer inh 6.
Screening Cc1ccc(-n2c(O)c(C=NC3CCS(=O)(=O)C3)c3ccccc3c2=O)cc1C (stereo not given) returned GASC-1 inh -13, proCasp3 act 3, TPT1 inh -2, PP1 counter -2, PP5 inh 0.1, proCasp7 act 6, Efflux pump inh -0.1, Fh CTSL1 inh 0 and core dimer inh -2.
`C[C@@H]1O[C@@H](OC2C(O)C(OCCc3ccc(O)c(O)c3)OC(CO)C2OC(=O)/C=C/c2ccc(O)c(O)c2)[C@H](O)[C@H](O)[C@H]1O` (stereo not given in full) gave GASC-1 inh inconclusive, proCasp3 act -18, TPT1 inh -2, PP1 counter -6, PP5 inh -2.3, proCasp7 act -42, Efflux pump inh -0.2, Fh CTSL1 inh 2 and core dimer inh 1.
Screening Cc1nc(-c2ccc(S(=O)(=O)N3CCN(c4cccc(C)c4C)CC3)cc2)co1 returned GASC-1 inh 4, proCasp3 act 8, TPT1 inh 2, PP1 counter 3, PP5 inh 3.9, proCasp7 act -7, Efflux pump inh 0.1, Fh CTSL1 inh -2 and core dimer inh 7.
Screening COC(=O)Cc1c(O)ccn(CCc2c[nH]c3ccc(OC)cc23)c1=O returned GASC-1 inh -24, proCasp3 act 9, TPT1 inh -5, PP1 counter 2, PP5 inh 1.6, proCasp7 act -3, Efflux pump inh -0.4, Fh CTSL1 inh 0 and core dimer inh -4.
`CC(C)(C)n1nc2c(c1NC(=O)c1ccccc1C(F)(F)F)CS(=O)(=O)C2` gave GASC-1 inh -1, proCasp3 act 6, TPT1 inh 0, PP1 counter -1, PP5 inh 0.3, proCasp7 act 10, Efflux pump inh 0.1, Fh CTSL1 inh 0 and core dimer inh -10.
Cn1c2c(c(=O)n(C)c1=O)C1(C(=O)Nc3ccccc31)C(C#N)=C(N)O2 (stereo not given) was read as GASC-1 inh -3, proCasp3 act 0, TPT1 inh 1, PP1 counter 1, PP5 inh 1.1, proCasp7 act 0, Efflux pump inh -0.1, Fh CTSL1 inh 0 and core dimer inh -4.
`Cc1ccccc1Cn1c(=O)n(CC2CCC(C(=O)NCCc3ccccc3)CC2)c(=O)c2ccccc21` (stereo not given) gave GASC-1 inh -10, proCasp3 act 1, TPT1 inh 3, PP1 counter 2, PP5 inh -0.1, proCasp7 act -4, Efflux pump inh -0.6, Fh CTSL1 inh 3 and core dimer inh 1.
Screening O=C(c1cnn2c(C(F)(F)F)cc(-c3ccc(F)cc3)nc12)N1CCc2ccccc2C1 returned GASC-1 inh 1, proCasp3 act 1, TPT1 inh 2, PP1 counter 2, PP5 inh 6.1, proCasp7 act 0, Efflux pump inh 0.0, Fh CTSL1 inh 3 and core dimer inh 21.
`CC(N=C1NS(=O)(=O)c2ccccc21)c1ccccc1` (stereo not given) gave GASC-1 inh 2, proCasp3 act 8, TPT1 inh -1, PP1 counter -2, PP5 inh 3.0, proCasp7 act -12, Efflux pump inh -0.5, Fh CTSL1 inh -1 and core dimer inh -6.
Screening O=C(C1CCN(S(=O)(=O)Cc2ccccc2)CC1)N1CCN(c2ncccn2)CC1 returned GASC-1 inh 33&-6, proCasp3 act 3, TPT1 inh -3, PP1 counter 2, PP5 inh 3.5, proCasp7 act 7, Efflux pump inh 0.1, Fh CTSL1 inh -1 and core dimer inh -42.
For COc1ccc(-c2nc(CS(=O)CC(=O)NC3CCCCC3C)c(C)o2)cc1 (stereo not given) the results were GASC-1 inh 2, proCasp3 act 3, TPT1 inh 2, PP1 counter 4, PP5 inh 2.1, proCasp7 act -12, Efflux pump inh 0.2, Fh CTSL1 inh -4 and core dimer inh -5.
For COc1cc(OC)cc(C(=O)N2CCN(S(=O)(=O)c3ccc(Cl)s3)CC2)c1 the results were GASC-1 inh -6, proCasp3 act 9, PP1 counter -5, PP5 inh 5.0, proCasp7 act 6 and Efflux pump inh 0.0.
`CC(=O)Nc1ccc(NC(=O)/C=C/c2ccc(Cl)cc2)cc1` gave GASC-1 inh 3, proCasp3 act 8, TPT1 inh 0, PP1 counter -1, PP5 inh 0.9, proCasp7 act 0, Efflux pump inh 0.1, Fh CTSL1 inh -5 and core dimer inh -3.
`COc1ccccc1N1CCN(/N=C/c2ccc(O)cc2O)CC1` gave GASC-1 inh -28, proCasp3 act -10, TPT1 inh 2, PP1 counter -1, PP5 inh -0.1, proCasp7 act -3, Efflux pump inh -0.2, Fh CTSL1 inh 0 and core dimer inh 1.

The final 2 records of the part above lead into the next:
`CC(=O)Nc1ccc(NC(=O)/C=C/c2ccc(Cl)cc2)cc1` gave GASC-1 inh 3, proCasp3 act 8, TPT1 inh 0, PP1 counter -1, PP5 inh 0.9, proCasp7 act 0, Efflux pump inh 0.1, Fh CTSL1 inh -5 and core dimer inh -3.
`COc1ccccc1N1CCN(/N=C/c2ccc(O)cc2O)CC1` gave GASC-1 inh -28, proCasp3 act -10, TPT1 inh 2, PP1 counter -1, PP5 inh -0.1, proCasp7 act -3, Efflux pump inh -0.2, Fh CTSL1 inh 0 and core dimer inh 1.
Screening CCOC(=O)c1oc2nc3c(cc2c1N)COC(C)(C)C3 returned GASC-1 inh -40, proCasp3 act 4, TPT1 inh 6, PP1 counter -1, PP5 inh 1.6, proCasp7 act 8, Efflux pump inh 0.0, Fh CTSL1 inh -1 and core dimer inh 0.
For CC(C)(C#N)C(C)(C)c1nn[nH]n1 the results were GASC-1 inh -3, proCasp3 act 4, TPT1 inh -2, PP1 counter -1, PP5 inh 2.3, proCasp7 act 12, Efflux pump inh 0.0, Fh CTSL1 inh -7 and core dimer inh -3.
CC(C)C(=O)Nc1nnc(Cc2c[nH]c3ccccc23)s1 was read as GASC-1 inh 0, proCasp3 act 2, TPT1 inh 1, PP1 counter -2, PP5 inh -0.5, proCasp7 act 0, Efflux pump inh 0.0, Fh CTSL1 inh 0 and core dimer inh 3.
For O=c1c2cc(Cl)ccc2nc(-c2ccccc2Cl)n1O the results were GASC-1 inh 5, proCasp3 act -11, TPT1 inh -6, PP1 counter 5, PP5 inh 3.3, proCasp7 act 1, Efflux pump inh 0.2, Fh CTSL1 inh -2 and core dimer inh 4.

Compound activity: PubChem, several laboratories
